# Lmaj promast: Leishmania major promastigote growth inhibition; hit rate 9% among 200,000; inhibition, % at 10 µM; AID 1063; Leishmania major promastigotes, resazurin fluorescence viability; in the data active = inhibition above about 50%;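 also: promastigotes grown with compound for 44 hours at 28 °C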
# bIAP inh: intestinal alkaline phosphatase (bovine) inhibition; AID 1019; 190,000 tested, under 10 active; purified bovine IAP, CDP-star luminescence, 30 min; inhibition, % at 20 µM;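 active = over 50% inhibition of intestinal alkaline phosphatase at 20 µM in the single-dose screen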
#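 Assay system – bovine IAP enzyme · Quantity – bovine IAP at 1/65,000,000 final dilution · Detection – CDP-star luminescence signal · Times – 30 min reaction at room temperature · Also added – CDP-star substrate at 30 µM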
# TNAP act hi DEA: increases human TNAP activity under high phosphate acceptor concentration. P05186. purified TNAP, CDP-star luminescence, 1 M DEA, 30 min; stronger effect = higher value; 0 = EDTA background, 1 = DMSO-only activity. 200,000 tested, under 10 active. activation factor at 20 µM;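 active = activation factor at least 2 at 20 µM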
# Target sequence (P05186 whole entry, looked up): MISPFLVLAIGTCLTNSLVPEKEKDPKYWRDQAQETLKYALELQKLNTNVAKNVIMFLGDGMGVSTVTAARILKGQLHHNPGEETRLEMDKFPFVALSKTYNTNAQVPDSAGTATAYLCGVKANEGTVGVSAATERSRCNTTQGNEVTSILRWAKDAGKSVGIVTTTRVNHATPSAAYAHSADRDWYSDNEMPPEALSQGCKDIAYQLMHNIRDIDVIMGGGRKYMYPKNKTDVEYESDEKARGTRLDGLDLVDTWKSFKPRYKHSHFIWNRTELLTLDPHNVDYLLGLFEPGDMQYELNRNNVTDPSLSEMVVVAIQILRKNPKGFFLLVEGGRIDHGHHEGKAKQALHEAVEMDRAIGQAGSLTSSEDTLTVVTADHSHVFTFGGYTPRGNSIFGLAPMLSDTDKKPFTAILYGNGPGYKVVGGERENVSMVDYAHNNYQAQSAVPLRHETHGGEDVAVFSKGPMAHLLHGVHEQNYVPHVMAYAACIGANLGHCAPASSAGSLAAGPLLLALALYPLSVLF
#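 Dosing: 20 µM single point. System: human TNAP. Amount: TNAP 1/800 final. Incubation: 30 min, room temperature. Read-out: TNAP activation factor scaled between EDTA and DMSO control wells. Signal: luminescence from CDP-star hydrolysis. Medium: 1 M DEA, pH 9.8, Mg2+, Zn2+. Control set: EDTA negative control, DMSO positive control.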
# TNAP inh no acc: TNAP (human) inhibition, acceptor-free conditions; P05186; purified TNAP, CDP-star luminescence, 30 min; inhibition, % at 20 µM; hit rate 0.26% among 200,000;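 active = tissue-nonspecific alkaline phosphatase inhibition above about 50% at 20 µM in the single-dose screen, limit read from the data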;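 also: 0% = DMSO negative control and 100% = EDTA positive control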
# bIAP activator: increases bovine intestinal alkaline phosphatase activity | purified bovine IAP, CDP-star luminescence, 30 min; stronger effect = higher value; fold of DMSO-control signal, blank-subtracted | activation factor at 20 µM | hit rate 0.17% among 200,000 | AID 1016;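 active = activation factor of 2 or more at 20 µM, a signal rise over negative controls twice the positive control's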
# FLuc stim CS: affects firefly luciferase, flagging false hits in luciferase stimulation screens. ATPlite luciferase biochemical, luminescence, 10 min; 0 = ATP-free wells, 1 = DMSO control. activation factor at 10 µM. 200,000 tested, under 10 active;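 active = luciferase activation factor, scaled between plate controls, of at least 2 with compound at 10 µM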
# Target sequence (P08659 whole entry, looked up): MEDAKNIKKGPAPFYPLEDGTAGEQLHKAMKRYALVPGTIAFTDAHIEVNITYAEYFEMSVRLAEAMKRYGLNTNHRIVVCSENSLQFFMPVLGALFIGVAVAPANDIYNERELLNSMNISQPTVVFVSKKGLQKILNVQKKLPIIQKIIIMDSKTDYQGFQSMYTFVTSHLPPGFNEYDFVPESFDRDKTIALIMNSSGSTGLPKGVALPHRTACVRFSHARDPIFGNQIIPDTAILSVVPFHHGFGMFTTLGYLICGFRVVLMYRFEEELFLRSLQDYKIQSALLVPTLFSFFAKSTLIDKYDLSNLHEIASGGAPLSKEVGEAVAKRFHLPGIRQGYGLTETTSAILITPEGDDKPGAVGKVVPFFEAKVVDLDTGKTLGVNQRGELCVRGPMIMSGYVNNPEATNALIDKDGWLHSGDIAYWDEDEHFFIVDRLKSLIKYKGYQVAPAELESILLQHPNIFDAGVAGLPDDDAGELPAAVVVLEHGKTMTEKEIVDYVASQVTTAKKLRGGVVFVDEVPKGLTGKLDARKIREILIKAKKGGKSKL
#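 assay system = Luciferase/luciferin detection reagent, cell-free biochemical luciferase assay | also added = ATP substrate | times = 10 min post-reagent at room temperature | measured by = luminescence from luciferase reaction | measure = luciferase activation, seen as luminescence increase over controls | benchmarks = low control with PBS replacing ATP, high control enzyme plus ATP without compound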
# TNAP inh hiacc: inhibitors of human TNAP at high phosphate acceptor concentration; P05186; hit rate 0.03% among 200,000; AID 1135; purified TNAP, CDP-star luminescence, 1 M DEA; inhibition, % at 20 µM;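 active = over 50% inhibition of tissue-nonspecific alkaline phosphatase at 20 µM in the single-dose screen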;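 also: plate controls were DMSO wells for no effect and EDTA-quenched wells as full inhibition for full effect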
# RAM inhibit: yeast RAM network inhibition; S. cerevisiae dse1pr::URA3 reporter, 5-FOA growth OD615, 2 d; analog-sensitive cbk1-as2 kinase mutant strain; inhibition, % at 50 µM; hit rate 1.8% among 190,000;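 active = inhibition above a set limit, 3 SD over mean compound inhibition, cut at about 8.4% in these data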;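 also: 0% = DMSO-only wells with no growth and 100% = 10 µM 1-NA-PP1 full growth; inhibition rescues growth on 5-FOA so higher OD means more RAM inhibition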
# APP 5UTR inh: APP translation inhibition; hit rate 0.82% among 190,000; inhibition, % at 2 µM; AID 1285; SH-SY5Y APP 5'UTR-luciferase reporter, luminescence;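 active = inhibition above a set limit, derived from the sample mean plus 3 SD, cut at about 45% in these data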; also: values of inactives mirror those of a sister screen read the other way
# FLuc inhib CS: inhibits firefly luciferase, flagging false hits in luciferase inhibition screens | P08659 | ATPLite firefly luciferase biochemical luminescence, 10 min | inhibition, % at 10 µM | hit rate 1.5% among 200,000 | AID 1006;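 active = inhibition above about 50% when tested at 10 µM, limit read from the data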
# * = called active by the depositor.
# Sample of the layout:
SMILES,Lmaj promast,bIAP inh,TNAP act hi DEA,TNAP inh no acc,bIAP activator,FLuc stim CS,TNAP inh hiacc,RAM inhibit,APP 5UTR inh,FLuc inhib CS
Fc1ccccc1COc1ccc(/C=N/n2cnnc2)cc1,43,11,1.1,-11,0.9,1,-5,0.0,-3,0
CC(=O)N=c1sc(C(C)(C)C)c(C)n1C,-4,16,1,-8,0.8,1,1,3.5,6,-3
Cc1ccc(S(=O)(=O)NC(N)=NCCc2ccc(Cl)cc2)cc1C,51*,4,1,-7,1,1,-1,1.8,-13,-1

# All compounds of this part, from the start:
SMILES,Lmaj promast,bIAP inh,TNAP act hi DEA,TNAP inh no acc,bIAP activator,FLuc stim CS,TNAP inh hiacc,RAM inhibit,APP 5UTR inh,FLuc inhib CS
Fc1ccccc1COc1ccc(/C=N/n2cnnc2)cc1,43,11,1.1,-11,0.9,1,-5,0.0,-3,0
CC(=O)N=c1sc(C(C)(C)C)c(C)n1C,-4,16,1,-8,0.8,1,1,3.5,6,-3
Cc1ccc(S(=O)(=O)NC(N)=NCCc2ccc(Cl)cc2)cc1C,51*,4,1,-7,1,1,-1,1.8,-13,-1
Cc1cc(C)cc(NC(=O)CCn2cnc3cc(C)c(C)cc32)c1,21,-13,1.1,-10,1.1,1.1,-8,-1.0,0,-8
O=C(c1nc2nc(-c3ccccc3)cc(C(F)(F)F)n2n1)N1CCOCC1,-5,1,1,-10,1,1,-2,2.3,-1,-5
CS(=O)(=O)N1CCC(Oc2ccccc2C(=O)NC(C2CC2)C2CC2)CC1,1,-7,1.1,-7,1.1,1.1,-8,0.3,7,-8
Cc1cc(C)nc(NC(=O)C2c3ccccc3Oc3ccccc32)n1,-3,1,1.1,-10,1,1.1,-6,4.2,1,-5
Cc1cc(N=NC(=O)c2ccccc2)ccc1O,86*,-7,1,-5,1.1,1,0,1.7,-10,1
O=C(Nc1cc(S(=O)(=O)N2CCCCC2)ccc1O)c1ccccc1NS(=O)(=O)c1ccc(F)c(F)c1,-3,1,1,-6,1,1,2,3.9,-5,-3
Cc1ccn2c(Nc3ccccc3)c(-c3ccccn3)nc2c1,101*,9,1,-30,0.9,1,-4,0.4,59*,-1
O=C(O)COc1ccccc1C(Nc1ccccn1)c1cc(Cl)c2cccnc2c1O (stereo not given),7,-3,1,5,1,1,5,1.8,9,-2
Nc1nc(-c2ccc(Cl)cc2)cn1N,0,-6,1,11,1.1,1.1,-1,-0.6,-18,-5
CCN(C(=O)COC(=O)c1cc(-c2ccccc2)nc2c1c(C)nn2-c1ccccc1)C1CCS(=O)(=O)C1 (stereo not given),16,34,1,16,0.7,1.1,-3,6.5,-1,-10
O=C(COC(=O)CNC(=O)c1ccccc1)Nc1nc(-c2ccccc2)cs1,-3,6,1,2,0.9,1,1,6.0,-3,1
COc1cc(C(=O)NCCN2CCOCC2)cc(OC)c1OC,-5,11,1,-16,0.9,1.1,-4,1.7,1,-7
CSc1ccccc1NC(=O)CSCc1ccc(C)cc1,8,21,1,-9,0.8,1,-5,3.1,10,-3
O=C1C2C3C=CC(CC3)C2C(=O)N1/N=C/c1ccco1 (stereo not given),0,-3,1,-10,1,0.9,2,2.8,0,10
O=C(Nc1nnc(C2CC2)s1)c1cccc(S(=O)(=O)N2CCc3ccccc32)c1,-3,5,1,-7,0.9,1,-4,2.6,1,-1
CCC(C)NS(=O)(=O)c1ccc(NC(=O)CCC2CCCCC2)cc1 (stereo not given),-4,4,1,-5,1,1,2,1.1,-16,-4
O=C1COc2ccc(C(=O)c3ccccc3C(=O)NCc3ccco3)cc2N1,6,-1,1,-3,1,1.1,2,-0.7,-13,-6
C/C(=N\OC(=O)c1ccccc1)c1c(C)nc2cc(C)ccn12,6,-4,1,-16,1,1,-2,0.9,-3,-3
COc1ccc(C(=O)C2CCCN(Cc3sc(N4CCCC4)nc3Cl)C2)c(OC)c1 (stereo not given),99*,0,1.1,-8,1,1.1,-8,0.8,-10,-5
CSc1nc(N2CCOCC2)cc(N2CCOCC2)n1,-5,0,1.1,-14,1,1.1,-6,-0.7,17,-7
CCOC(=O)Nc1sc2c(c1C#N)CCC(C)C2 (stereo not given),3,14,1,-2,0.9,1,-5,4.3,-92,2
CN(C)NC(=O)C(NC(=O)c1ccc(N)cc1)C12CC3CC(CC(C3)C1)C2 (stereo not given),3,-8,1,2,1.1,1.1,-1,0.1,-7,-6
Fc1ccc(N2CCN(Cc3nnc(-c4ccccc4)o3)CC2)cc1,-4,6,1,-2,0.9,1.1,3,0.9,2,-6
COc1ccccc1CNC(=O)C1CC(=O)N(C2CCCC2)C1 (stereo not given),-3,-11,1.1,-6,1.1,1.1,-10,1.0,11,-7
COc1cc(CNc2nnnn2C)ccc1OCc1ccc(F)cc1Cl,1,6,1.1,-13,0.9,1.1,-8,1.2,13,-7
CCC(C)(C)NC(=O)C1c2ccccc2Oc2ccccc21,1,-2,1,-10,1,1,-1,5.9,-10,-3
COCCn1c(SCC(=O)Nc2cc(C)nn2-c2ccccc2)nnc1-c1ccncc1,-7,28,1,-19,0.7,1,0,0.5,-9,-2

# Four of the compounds above, with bars between the fields.
molecule | Lmaj promast | bIAP inh | TNAP act hi DEA | TNAP inh no acc | bIAP activator | FLuc stim CS | TNAP inh hiacc | RAM inhibit | APP 5UTR inh | FLuc inhib CS
COc1cc(CNc2nnnn2C)ccc1OCc1ccc(F)cc1Cl | 1 | 6 | 1.1 | -13 | 0.9 | 1.1 | -8 | 1.2 | 13 | -7
Fc1ccc(N2CCN(Cc3nnc(-c4ccccc4)o3)CC2)cc1 | -4 | 6 | 1 | -2 | 0.9 | 1.1 | 3 | 0.9 | 2 | -6
COc1ccccc1CNC(=O)C1CC(=O)N(C2CCCC2)C1 (stereo not given) | -3 | -11 | 1.1 | -6 | 1.1 | 1.1 | -10 | 1.0 | 11 | -7
CCC(C)(C)NC(=O)C1c2ccccc2Oc2ccccc21 | 1 | -2 | 1 | -10 | 1 | 1 | -1 | 5.9 | -10 | -3

# Additional structures
SMILES,Lmaj promast,bIAP inh,TNAP act hi DEA,TNAP inh no acc,bIAP activator,FLuc stim CS,TNAP inh hiacc,RAM inhibit,APP 5UTR inh,FLuc inhib CS
CCOC(=O)c1ccc(N2C(=O)CC(N3CCCC(C)C3)C2=O)cc1 (stereo not given),-4,-8,1,-19,1.1,1,-5,1.4,9,-2
OC(CNCc1ccc(-c2ccccc2)cc1)c1ccccc1 (stereo not given),99*,13,1.1,-4,0.9,1.1,-7,-0.7,-4,-10
Cc1cccc(C(=O)Nc2sc3c(c2C#N)CCCCC3)c1,-3,13,1,-6,0.9,0.7,2,5.1,-178,32
O=C(CNC(=O)c1cccs1)OCC(=O)c1cccs1,-7,6,1,-10,0.9,1.1,-4,2.4,-1,-6
CCOc1ccc(NC(=S)N2CCC(C(N)=O)CC2)cc1,-5,23,1,-7,0.8,1,3,2.6,7,-4
Nc1ccccc1C(=O)NNc1ncc(C(F)(F)F)cc1Cl,-11,-38,1,-28,1.4,1,2,1.1,-7,-3
O=C(Nc1nccs1)C1C2/C=C\CCCCC21 (stereo not given),-7,7,1.1,-6,0.9,1.1,-6,1.6,-2,-6
CCCCC1CC1C(=O)Nc1ncc2c(n1)CC(C)(C)CC2=O (stereo not given),-2,4,1,-7,1,1,-4,-0.9,-2,4
COCCNC(=O)c1ccc(CN2CCOCC2)cc1,-9,0,1,3,1,1,4,2.8,8,-3
O=C(Nc1cccnc1)c1noc2c1CCCCC2,-3,13,1,-11,0.9,0.4,-2,0.4,-96,58*
O=c1c2nnn(-c3ccc(Br)cc3)c2ncn1Cc1ccccn1,-10,-4,1,-16,1,1,-4,3.0,5,-4
O=C(Nc1ccc(Cl)c(C(F)(F)F)c1)NC1CC2CCCC(C1)N2Cc1ccccc1 (stereo not given),100*,-130,1.2,-51,2.3*,1.1,-15,-0.5,7,-6
Cc1ccc(Cl)cc1N1CCN(C(=O)Cc2c(C(=O)O)[nH]c3ccc(Cl)cc23)CC1,-17,1,1.1,-12,1,1,-5,7.0,1,-2
Cc1nn(Cc2ccccc2)c(C)c1C(=O)Nc1ccc(N2CCOCC2)cc1,-2,5,1.1,-7,0.9,1.1,-10,1.8,-7,-8
O=C(COc1ccccc1)Nc1ccncc1,15,-10,1.1,-8,1.1,1,-7,0.9,10,-1
O=C(CSc1nc(-c2ccccc2)nc2c1Cc1ccccc1O2)Nc1ccccc1,-6,6,1,-14,0.9,1,-4,0.6,10,-5
C[N+]1(CCNC(=O)/C=N/O)CCCCC1,-6,0,1,-5,1,1,1,-1.1,-2,-2
C(=N\n1cnnc1)/C1CCCCC1,-5,5,1.1,-9,0.9,1,-5,2.1,-3,-3
CCN=C1NN=C(c2c[nH]c3ccccc23)CS1,5,13,1.1,-6,0.9,0.6,-8,2.0,-162,43
CC1CN(CCCOc2ccc([N+](=O)[O-])cc2)CC(C)O1 (stereo not given),91*,7,1,-8,0.9,1,-2,0.5,-1,-1
CC(C)(C)C(=O)NC(Nc1cccc2cccnc12)C(Cl)(Cl)Cl (stereo not given),55*,5,1,-6,0.9,0.9,-1,1.7,0,5
[O-][n+]1ccccc1SC/C=C/c1ccccc1,-9,-8,1,-3,1.1,1,2,-0.6,-10,1
COc1ccc([N+](=O)[O-])cc1N(CC(=O)N(C)C)S(C)(=O)=O,-1,4,1.1,-10,1,1,-6,2.6,-3,-4
COc1ccc2cc(C#N)c(N3CCN(Cc4nnnn4CCC(C)C)CC3)nc2c1,15,2,1,-10,1,1,-1,1.7,8,-2
Cc1ccccc1C(=O)N1CCc2cc(-c3nc(NC(=O)Cc4ccc5c(c4)OCO5)sc3C)ccc21,99*,1,1.1,-15,1,1,-5,4.5,11,4
CC1CCCCN1C(=O)C(Cc1ccccc1)N1C(=O)C2CCCCC2C1=O (stereo not given),62*,11,1.1,-17,0.9,1,-5,-1.7,-1,-3
Cn1ncc(C#N)c1NC(=O)C1CC(c2ccc(Cl)cc2)=NO1 (stereo not given),-11,9,1.1,-16,0.9,1,-6,0.8,0,-4
O=[N+]([O-])c1ccccc1N(CC1CO1)S(=O)(=O)c1ccccc1 (stereo not given),-2,8,1,-9,0.9,1,1,2.7,-12,-4
O=C1CCCc2nc3c(cc21)C(O)Oc1c-3ccc2ccccc12 (stereo not given),-8,-6,1,-8,1.1,1,2,5.8,-157,-2
CCOC(=O)c1c(NC(=O)c2c(C)noc2C)sc2c1CCCCC2,2,10,1,-7,0.9,1,-2,3.5,-9,-2
COc1cccc(NC(=O)CCCOc2cc(=O)n(C)c3ccccc23)c1,1,3,1.1,-5,1,1,-7,0.7,-12,-1
COc1ccc(CCN(CC(=O)NC(C)(C)C)C(=O)Cn2nnc(-c3ccc(C)o3)n2)cc1OC,-9,-22,1,1,1.2,1.1,1,-0.1,3,-7
CC(=O)NC1C(=O)N=C(SCC(=O)Nc2c(C)cccc2C)NC1=O (stereo not given),-16,-14,1,-13,1.1,1.1,-2,-0.6,-9,-9
CC(NC(=O)Cc1ccccc1)c1nc2ccccc2[nH]1 (stereo not given),-5,11,1,-4,0.9,1,3,-1.1,20,3
COc1ccc2c(c1)CCc1cn3ncc(C#N)c3nc1-2,3,-4,1,-6,1,1,-2,4.5,4,-2

# This is a random part of the collection; 13% or so of the library scored in one or more.
